# Jurkat NFkB inh: inhibitors of induced NF-kB luciferase reporter, primary screen, TCR NF-kB activation inhibitor project, cell-based, luminescence, uHTS; Jurkat, PMA/ionomycin-induced NF-kB luciferase reporter; inhibition, % at 4 µM; actives 0.53% (n = 330,000)
# SENP8 block: SENP8 protease inhibitors, primary screen, biochemical, luminescence | purified SENP8, Z-RLRGG-aminoluciferin cleavage | inhibition, % at 10 µM | actives 1.2% (n = 330,000)
# EBI2 block: EBI2 receptor antagonists, beta-arrestin recruitment, primary screen, cell-based, luminescence, 7a,25-OHC stimulation, uHTS; G-protein coupled receptor 183 (Homo sapiens), P32249; actives 0.81% (n = 360,000); AID 651636, 2012; 7a,25-OHC stimulated; inhibition, % at 5 µM; in the data active = inhibition above about 38%;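 note: enzyme fragment complementation signal reports receptor beta-arrestin coupling in cells; 0% = agonist plus DMSO wells and 100% = wells without agonist; some results beyond the cut were filed as inactive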
# CCR6 antagonist: CCR6 receptor antagonists, primary screen, cell-based, CHO-K1, luminescence, beta-arrestin, uHTS | actives 0.49% (n = 340,000) | CHO-K1 CCR6 PathHunter beta-arrestin, CCL20-stimulated | inhibition, % at 20 µM | AID 493098, 2011;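 active = compounds whose inhibition of the agonist-driven luminescence signal at 20 µM reaches about 50%, limit read from the data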;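 note: cells stimulated with CCL20 at 14 nM final; plate controls were DMSO with CCL20 for no effect and DMSO without agonist for full effect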
# 697 NFkB inh: inhibitors of PMA/ionomycin-induced NF-kB reporter, 697 cells, primary screen, B-cell NF-kB inhibitor project, cell-based, luminescence, uHTS. 697 B-cell NF-kB luciferase reporter, 16 h. inhibition, % at 4 µM. actives 0.33% (n = 330,000); in the data active = inhibition above about 35%
# UBC13 polyUb: UBC13 polyubiquitin chain formation inhibitors, primary screen, biochemical, TR-FRET, uHTS. actives 0.47% (n = 330,000). inhibition, % at 20 µM. Ubiquitin-conjugating enzyme E2 N (Homo sapiens), P61088; in the data active = inhibition above about 45%, passing the limit was not always enough
# Apaf-1 inh: inhibitors of human Apaf-1 apoptosome, primary screen, biochemical, DEVD-Rh110 fluorescence, uHTS | Apoptotic protease-activating factor 1 (Homo sapiens), O14727 | inhibition, % at 20 µM | reconstituted apoptosome caspase-3 activity | AID 489030, 2010 | actives 0.71% (n = 330,000); active = inhibition of at least 40% at 20 µM;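 note: plate controls were DMSO wells for no effect and DEVD-CHO caspase inhibitor wells for full effect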
# Target sequence (O14727 whole entry, looked up): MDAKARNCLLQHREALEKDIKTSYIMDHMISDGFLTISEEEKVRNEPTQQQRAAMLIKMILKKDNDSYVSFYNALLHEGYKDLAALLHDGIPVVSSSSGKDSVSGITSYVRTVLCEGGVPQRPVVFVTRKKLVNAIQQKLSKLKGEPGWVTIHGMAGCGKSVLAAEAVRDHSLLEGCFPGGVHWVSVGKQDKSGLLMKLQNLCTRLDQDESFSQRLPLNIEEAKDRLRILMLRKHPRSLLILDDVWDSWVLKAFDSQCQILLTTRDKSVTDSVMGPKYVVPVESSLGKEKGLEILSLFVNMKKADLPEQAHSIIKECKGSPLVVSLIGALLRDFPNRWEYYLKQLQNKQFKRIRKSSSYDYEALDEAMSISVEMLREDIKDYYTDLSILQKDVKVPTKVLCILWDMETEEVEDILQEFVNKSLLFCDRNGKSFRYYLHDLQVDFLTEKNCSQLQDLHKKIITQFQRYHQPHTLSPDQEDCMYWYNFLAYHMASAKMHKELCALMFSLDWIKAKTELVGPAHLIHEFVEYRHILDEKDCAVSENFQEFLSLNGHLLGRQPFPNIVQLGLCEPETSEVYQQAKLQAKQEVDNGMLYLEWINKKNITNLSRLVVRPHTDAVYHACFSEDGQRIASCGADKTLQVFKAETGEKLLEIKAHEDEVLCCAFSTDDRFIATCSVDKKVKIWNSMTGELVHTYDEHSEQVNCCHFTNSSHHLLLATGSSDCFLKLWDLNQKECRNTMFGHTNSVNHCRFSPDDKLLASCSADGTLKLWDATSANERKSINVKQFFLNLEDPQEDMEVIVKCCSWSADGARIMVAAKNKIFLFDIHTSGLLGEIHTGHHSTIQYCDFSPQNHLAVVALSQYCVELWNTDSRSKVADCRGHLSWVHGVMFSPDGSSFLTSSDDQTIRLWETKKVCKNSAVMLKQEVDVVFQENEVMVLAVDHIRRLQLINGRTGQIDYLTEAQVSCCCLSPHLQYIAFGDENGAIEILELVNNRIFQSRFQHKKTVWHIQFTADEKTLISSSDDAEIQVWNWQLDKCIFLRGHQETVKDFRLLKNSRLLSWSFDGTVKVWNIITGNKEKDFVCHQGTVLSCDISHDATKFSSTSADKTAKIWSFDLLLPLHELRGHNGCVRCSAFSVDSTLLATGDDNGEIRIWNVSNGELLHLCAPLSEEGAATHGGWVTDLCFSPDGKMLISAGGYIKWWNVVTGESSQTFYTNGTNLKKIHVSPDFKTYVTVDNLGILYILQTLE
#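 Material: reconstituted apoptosome with Apaf-1, cytochrome c, caspase-9, procaspase-3, dATP / Buffer or medium: pH 7.5 Hepes buffer with CHAPS, BSA, DTT / Also added: cytochrome c with DEVD-Rh110 / Schedule: compound with Apaf-1, dATP, procaspase-3 30 min, then 50 min reaction, room temperature / Technique: rhodamine 110 fluorescence at Ex 480/Em 540 nm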
# Gli-Sufu block: Gli-Sufu pathway antagonists, primary screen, luciferase luminescence, Sufu-KO-LIGHT cells, uHTS; inhibition, % at 5 µM; Sufu-KO-LIGHT fibroblasts, Gli luciferase reporter luminescence; actives 0.74% (n = 340,000); AID 588413, 2011;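 active = inhibition above about 55%, limit read from the data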;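 note: 0% = DMSO-treated cells and 100% = wells with medium but no cells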
# Numbers without * were called inactive; / = not tested or not shown. Cut-off read from the data, not from the text of the source, unless noted: active = inhibition above about 50%; inactive = the rest. Not all compounds are listed; rates above refer to the full screens.
# Preview (five entries):
SMILES,Jurkat NFkB inh,SENP8 block,EBI2 block,CCR6 antagonist,697 NFkB inh,UBC13 polyUb,Apaf-1 inh,Gli-Sufu block
CCOC(=O)Cc1csc(NC(=O)CCCCCN2C(=O)c3ccccc3C2=O)n1,12,4,1,8,4,9,-13,5
O=C(CCC(=O)Nc1ccc(F)cc1)N/N=C/c1ccc(F)cc1,-4,-1,5,-1,15,6,1,0
CCOC(=O)C1(CCCc2ccccc2)CCN(CC(O)CO)CC1 (centres undefined),-7,5,-7,8,-7,8,-4,/
COc1cc2c(C(=O)O)c(C)n(-c3ccccc3)c2c2ccccc12,3,0,-12,-4,9,-7,6,-6
CCc1cc(=O)oc2cc3occ(C)c3cc12,7,-8,7,13,-3,8,8,-9

# All compounds of this part, previewed entries included:
SMILES,Jurkat NFkB inh,SENP8 block,EBI2 block,CCR6 antagonist,697 NFkB inh,UBC13 polyUb,Apaf-1 inh,Gli-Sufu block
CCOC(=O)Cc1csc(NC(=O)CCCCCN2C(=O)c3ccccc3C2=O)n1,12,4,1,8,4,9,-13,5
O=C(CCC(=O)Nc1ccc(F)cc1)N/N=C/c1ccc(F)cc1,-4,-1,5,-1,15,6,1,0
CCOC(=O)C1(CCCc2ccccc2)CCN(CC(O)CO)CC1 (centres undefined),-7,5,-7,8,-7,8,-4,/
COc1cc2c(C(=O)O)c(C)n(-c3ccccc3)c2c2ccccc12,3,0,-12,-4,9,-7,6,-6
CCc1cc(=O)oc2cc3occ(C)c3cc12,7,-8,7,13,-3,8,8,-9
O=C1c2ccccc2C(=O)C1c1ccc(Br)cc1,-3,93*,5,19,-48,-5,-1,30
COCCCNC(=S)NNC(=O)c1ccc2c(c1)OCO2,-26,-4,0,-9,-48,-11,2,-21
CN(C)c1ccc(NC(=O)c2cccc([N+](=O)[O-])c2)c2ccccc12,3,-1,-7,10,-3,-7,8,-3
Cn1nnnc1SCc1csc(Nc2ccccc2)n1,-30,-4,5,-1,-27,-4,0,22
O=C(CNC(=O)c1ccccc1)OC1CCCCC1,-77,-8,-5,3,-69,10,-15,-60
Cc1ccc2oc(=O)n(CCC(=O)Nc3ccc(N4CCOCC4)cc3)c2c1,17,1,2,0,9,1,5,-3
COc1ccc(NC(=O)NC(C)c2ccccc2)cc1 (centres undefined),-6,-2,3,-7,-16,-6,8,4
O=C1Nc2ccccc2/C1=C\C(=O)c1ccccc1,21,-12,61*,35,-4,2,9,0
CC(=O)c1c(C(=O)O)[nH]c(C(=O)O)c1C,5,10,1,-14,7,-3,-1,-4
Cc1cc(NC(=O)COC(=O)c2ccco2)no1,-3,-10,-8,1,15,-10,2,-1
COCCNC(=O)CNC(=S)N(CCCN1CCOCC1)Cc1cccs1,7,8,-6,5,8,-1,-11,-5
CC(=O)N(C(C)=O)c1c(N2CCOCC2)c2ccccc2oc1=O,-16,-2,1,-2,12,0,4,2
CCN(CC)CCCNC(=O)C1CCN(C(=O)c2cc3sccc3n2Cc2ccc(F)cc2)CC1,0,4,-6,0,-3,9,-5,17
COc1cc(C(CC(=O)O)n2cnnn2)ccc1OC(C)C (centres undefined),4,11,-6,6,10,5,-7,3
COc1ccccc1Cc1nc(-c2ccc(C)cc2)no1,-21,-5,2,4,-27,0,16,-36
CC(C)(C)c1cc(NC(=O)Nc2ccccc2OC(F)(F)F)no1,-19,1,13,-1,-8,6,22,-6
Cc1cc(OC(=O)c2c(C)cc(OC(=O)c3c(C)cc(O)cc3O)cc2O)cc(O)c1C(=O)O,3,21,-1,8,10,-24,12,0
CCOC(=O)c1cc(-c2ccc(F)cc2)nc2c1c(=O)[nH]c(=O)n2Cc1ccccc1,22,11,2,-6,4,-7,-32,7
Cn1c(C(=O)N2CCN(c3ncccn3)CC2)cc2c(=O)n(C)c3ccccc3c21,-7,-5,5,-14,10,6,-2,19
O=C(COc1ccccc1[N+](=O)[O-])N(Cc1ccco1)C1CCS(=O)(=O)C1 (centres undefined),6,-8,-4,7,-8,-1,-4,-1

# (listing goes on)
SMILES,Jurkat NFkB inh,SENP8 block,EBI2 block,CCR6 antagonist,697 NFkB inh,UBC13 polyUb,Apaf-1 inh,Gli-Sufu block
O=C(CSCCO)Nc1ccc(C23CC4CC(CC(C4)C2)C3)cc1,-43,-11,-10,-9,57*,6,17,15
CCN(CC)CCN(Cc1cc2cc3c(cc2[nH]c1=O)OCCO3)C(=S)NCC1CCCO1 (centres undefined),-6,-14,-9,9,2,-4,-1,45
CCn1c2ccccc2c2cc(CN3CCN(S(=O)(=O)CC)CC3)ccc21,0,0,/,/,1,10,3,/
COc1ccc(C(=O)N2CCCC(Nc3ccc(C)c(C)c3)C2)cc1F (centres undefined),-16,1,-3,10,-10,4,-2,-1
Clc1ccc2ccc3cccnc3c2n1,-7,-6,3,7,9,6,1,1
CCCN1CCN(C(=O)c2oc3ccccc3c2NC(=O)COc2ccc(OC)cc2)CC1,2,1,9,12,8,14,9,34
O=[N+]([O-])C(=C1Nc2ccccc2N1)C(Cl)=C(Cl)Cl,-23,-14,4,14,-16,-1,0,-14
CCN(Cc1ccccc1)C(=O)COC(=O)c1cc(Cl)nc(Cl)c1,5,3,-3,17,8,16,-8,0
COc1ccc(OCCN2C(=O)c3cccc(N)c3C2=O)cc1,-23,18,-9,0,-26,43,6,-44
O=C(O)CCn1c(CO)nc2ccccc21,11,-4,-8,29,13,-1,2,0
CCOC(=O)C1CCN(c2c(NCCC(C)C)c(=O)c2=O)CC1,2,-7,-2,6,3,7,-15,-15
COc1cccc(-c2coc3cc4oc(=O)c(CCC(=O)O)c(C)c4cc23)c1,15,-3,-7,-8,5,-4,8,5
Cc1cccc(C(=O)N/N=C/C(C)Cc2ccc3c(c2)OCO3)c1 (centres undefined),0,-15,-6,6,13,1,16,-8
CCOc1ccccc1NC(=O)Nc1ccc(Cl)cc1,3,52*,-23,9,1,7,13,-4
Cc1c(N2C(=O)CSC2c2ccco2)c(=O)n(-c2ccccc2)n1C (centres undefined),1,1,-4,-2,8,-3,-9,6
N#CC(=Cc1ccc(O)cc1)C(N)=C(C#N)C#N,4,2,9,44,22,-4,-2,-5
C=CCC(O)c1c(-c2ccccc2)nn(C)c1Cl (centres undefined),-8,-3,4,6,13,2,10,-3
Cc1cccc(C)c1NC(=O)C1=C(O)c2ccccc2N(C)S1(=O)=O,20,-7,2,-1,-13,0,4,6
CCCc1nc(NC2CCCCC2)c(C#N)c2c1COC(C)(C)C2,-5,-9,-10,15,-32,-8,2,/
CC(C)(C)c1ccc(C(=O)N/C(=C\c2cccc([N+](=O)[O-])c2)C(=O)Nc2cccc(C(=O)O)c2)cc1,-6,1,-3,10,-2,-19,21,0
CC(C)CN(C(=O)COC(=O)c1cccc2ccccc12)c1c(N)n(Cc2ccccc2)c(=O)[nH]c1=O,4,9,9,20,17,0,4,8
O=C(c1ccco1)N1CCN(CC(=O)N(C2CCCCC2)C2CCS(=O)(=O)C2)CC1 (centres undefined),0,-10,-4,-10,-18,-8,1,1
Cc1cc(C)c2c(n1)sc1c(N3CCN(C)CC3)ncnc12,-10,-11,5,3,-12,5,-11,-3
CN(C)CCCNc1ncnc2scc(-c3ccccc3)c12,-10,-12,-4,-1,-14,-20,10,16
COC(=O)c1sc(N2CCN(Cc3ccccc3)CC2)nc1N,-16,-8,-6,4,-13,-2,6,-22

# Three compounds already listed, ordered by heavy-atom count, smallest number first.
SMILES,Jurkat NFkB inh,SENP8 block,EBI2 block,CCR6 antagonist,697 NFkB inh,UBC13 polyUb,Apaf-1 inh,Gli-Sufu block
COc1ccccc1Cc1nc(-c2ccc(C)cc2)no1,-21,-5,2,4,-27,0,16,-36
COc1cc(C(CC(=O)O)n2cnnn2)ccc1OC(C)C (centres undefined),4,11,-6,6,10,5,-7,3
CCCc1nc(NC2CCCCC2)c(C#N)c2c1COC(C)(C)C2,-5,-9,-10,15,-32,-8,2,/

# Further entries.
SMILES,Jurkat NFkB inh,SENP8 block,EBI2 block,CCR6 antagonist,697 NFkB inh,UBC13 polyUb,Apaf-1 inh,Gli-Sufu block
COc1ccccc1C(=O)Nc1cccc(SC)c1,-30,-15,11,15,-2,4,10,-4
Cc1ccc(NC(=O)COC(=O)CSC(=S)N2CCOCC2)cc1,10,1,3,-7,3,8,5,-7
CC(C)c1ccc(-c2c(NCCc3ccccc3)c(=O)c2=O)cc1,-8,-9,-1,-11,-13,-4,6,39
COc1cc(C2C(C(=O)c3ccc(C)o3)=C(O)C(=O)N2Cc2cccnc2)ccc1O (centres undefined),-3,-5,-7,-8,12,2,-2,2
CC1=NN(c2nc(-c3ccccc3)cs2)C(=O)C1,-13,-5,-9,15,-17,-23,36,11
CC(C)(C)C(=O)COC(=O)C1=NN(c2ccccc2)C(=O)CC1,-11,-7,-7,6,3,-2,5,/
CCOc1ccc(NC(=O)C2CCCN(c3c(CC)c(C)nc4ncnn34)C2)cc1 (centres undefined),17,-13,-1,6,-4,-8,9,14
Cc1c(C(=O)NC(=S)Nc2cccnc2)cccc1[N+](=O)[O-],1,-6,1,42,17,-2,-16,1
Cc1ccc(CNC(=O)C(OC(=O)c2ccco2)C(C)C)cc1 (centres undefined),5,-4,1,-7,13,3,-15,4
CCCCC(=O)Nc1cccc(NC(=O)c2ccc(Br)cc2)c1,-20,-7,6,-12,-4,-1,-22,-10
COC(=O)c1cc(OC)c(OC)cc1NC(=O)c1ccc(C)cc1,-17,-6,9,19,-4,6,12,6
CCCNS(=O)(=O)c1ccc(OCC(=O)Nc2ccc3c(c2)OCCO3)c(C)c1,9,-7,0,-1,-25,-6,13,-15
O=C(CN(C(=O)CNS(=O)(=O)c1ccccc1)c1ccc(F)cc1)NCc1ccco1,10,-6,3,-2,16,2,4,-16
O=C(COc1ccccc1Cl)N1CCN(c2ccccn2)CC1,31,3,8,12,23,6,14,-3
COc1ccc(-c2cccc(NS(=O)(=O)c3cc([N+](=O)[O-])c(C)c([N+](=O)[O-])c3)c2)nn1,-5,1,-8,-3,5,-10,18,-2
C#CC[N+]1(CC#Cc2ccccc2)CCCC1,-12,1,-8,-4,6,3,-3,1
C=CCSc1nc2c(c(=O)[nH]c(=O)n2C)n1C/C=C(/C)Cl,8,-2,-6,-12,17,5,8,2
CCOc1cccc(C2C(C(=O)c3ccc(C)o3)=C(O)C(=O)N2Cc2ccncc2)c1 (centres undefined),5,-6,10,-4,-5,-18,1,-2
COC(=O)Cc1ccc(NC(=S)NC(C)(C)C)cc1,-14,1,-9,11,1,0,4,-20
Cc1ccn(CCSCC(=O)O)n1,3,4,0,18,16,0,5,53
Cc1ccc(C(=O)Nc2ccc(C(=O)N3CCCCC3)cc2)cc1,-6,1,2,-3,8,3,-5,-9
Cc1cccc(C)c1OCC(C)N (centres undefined),3,1,-3,17,12,5,-10,-1
Cc1ccccc1NC(=O)c1cccc(NC(=O)c2ccccc2C(=O)O)c1,0,-3,-8,-3,6,2,-23,12
O=C(Nc1ccc(N2CCN(C(=O)c3ccccc3)CC2)c(Cl)c1)c1cccnc1,-13,-10,-10,6,-10,5,10,15
COc1ccc(CN(Cc2cccn2C)S(=O)(=O)c2ccccc2)cc1,9,-5,-7,25,-20,9,7,9
CCc1ccc(NC(=O)Cn2nnc(C(=O)NCc3cccs3)c2N)cc1,5,-6,6,10,9,-22,4,-4
CN(C)c1nc(N)ncc1-c1ccc(Oc2ccccc2)cc1,-3,-1,0,12,-31,32,6,18
COC(=O)C(C)NS(=O)(=O)c1ccc(NC(C)=O)cc1 (centres undefined),-12,-7,-7,3,-7,-1,-3,-1
COc1ccc(/C=C/c2nnc(NC(=O)COc3ccc(C)cc3)s2)cc1,-1,-13,5,-1,-53,0,18,-47
C=CCn1c(SCC(=O)N(CCC)C2CCS(=O)(=O)C2)nnc1-c1ccccc1OC (centres undefined),-7,8,-3,-7,8,36,21,-6

# Bioassay records deposited in PubChem by Sanford-Burnham Center for Chemical Genomics.
